Assay outcomes from PubChem.
KB-3-1 cytotox = qHTS assay for MDR1-selective chemotherapeutics: Primary screen using the parental adenocarcinoma cell KB-3-1; KB-3-1 viability, CellTiter-Glo ATP luminescence, 72 h; Potency, µM (doses to about 46.1 µM), for inactives: at the top dose activity change, negative = cytotoxic, most hits filed as cytotoxic; 400,000 tested, 1.4% active; further: potency means the concentration at half of the fitted maximal effect; on the % scale 0 is the no-effect control and ±100 the full control effect; nearly all actives have a fitted effect of over 60% in size
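Cytotoxicity in the drug-sensitive parental line KB-3-1 was scored as loss of CellTiter-Glo luminescence following 72 h incubation with compound. Values come from curve fitting of normalized concentration-response data.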
DRD3 antagonist = qHTS of D3 Dopamine Receptor Antagonist: qHTS | D(3) dopamine receptor (Homo sapiens), P35462 | D3R cells, DiscoveRx beta-arrestin luminescence, antagonist mode; hits give low values | max response, negative = inhibition, % | 360,000 tested, 2.5% active; in the data active means max response below about -50%; inconclusive means no clear call, values can overlap the other calls; further: on the % scale 0 is the no-effect control and ±100 the full control effect; mostly tested at two doses, the higher about 12 µM
Target sequence (P35462 whole entry, looked up): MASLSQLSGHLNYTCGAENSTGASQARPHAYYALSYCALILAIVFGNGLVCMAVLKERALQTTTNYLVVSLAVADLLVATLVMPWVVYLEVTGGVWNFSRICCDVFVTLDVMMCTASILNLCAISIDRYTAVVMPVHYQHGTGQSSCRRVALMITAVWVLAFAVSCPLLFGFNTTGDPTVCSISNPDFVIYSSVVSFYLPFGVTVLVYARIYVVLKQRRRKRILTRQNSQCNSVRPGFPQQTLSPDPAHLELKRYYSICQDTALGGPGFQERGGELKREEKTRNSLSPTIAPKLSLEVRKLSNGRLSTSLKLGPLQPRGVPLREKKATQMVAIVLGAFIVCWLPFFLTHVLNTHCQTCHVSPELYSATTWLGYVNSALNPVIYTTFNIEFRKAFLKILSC
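Cells plated overnight at 1500 cells/well, then exposed to library compounds with dopamine controls for 90 minutes at 37 degrees C. DiscoveRx reagent added for 30–60 minutes at room temperature; luminescence read, quantitative HTS format.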
IL1B secr inh = qHTS for Inhibitors of Inflammasome Signaling: IL-1-beta AlphaLISA Primary Screen. AID 743279, 2014. 360,000 tested, 4.7% active. activity change, % at 57.5 µM. THP-1 LPS/ATP IL-1B secretion, AlphaLISA, 16 h; hits give low values; in the data active means activity change below about -50%; inconclusive means mostly about -30% to -49%; further: on the % scale 0 is the no-effect control and ±100 the full control effect
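THP-1 cells pretreated 1 hr with compounds (up to 57.5 uM final), then stimulated with LPS (250 ng/mL final) plus ATP (1.25 mM final); secreted IL-1B measured by AlphaLISA after 16 hr, decreased signal indicating inhibition.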
SW480 rereplic = A quantitative high throughput screen for small molecules that induce DNA re-replication in SW480 colon adenocarcinoma cells; Potency, µM (titrated, usually from 46.1 µM), inactives show at the highest dose re-replication activation, hits mostly activators; 340,000 tested, 1.8% active; SW480 DNA re-replication, Hoechst DNA content imaging, 48 h; further: potency means the concentration at half of the fitted maximal effect; % of control where 0% means no effect; nearly all actives have a fitted effect of over 55% in size
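Image-based DNA-content assay: after two days of treatment, nuclei were labelled with the DNA dye Hoechst and imaged, and hits were compounds raising the count of nuclei showing high fluorescence intensity.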
KB-V1 MDR tox = qHTS assay for MDR1-selective chemotherapeutics: Primary screen using the drug-selected MDR subline cells KB-V1; 400,000 tested, 3.4% active; Potency, µM (titrated, usually from 46.1 µM), for the others: at the highest dose activity change, negative = cytotoxicity, hits mostly cytotoxic; KB-V1 MDR cells viability, CellTiter-Glo, 72 h; further: potency means the concentration at half of the fitted maximal effect; on the % scale 0 is the no-effect control and ±100 the full control effect; nearly all actives have a fitted effect of over 60% in size
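Following 72 h at 37 degrees C with compound, KB-V1 cell viability was read by CellTiter-Glo luminescence, medium being phenol-red-free DMEM plus 10% FBS; concentration-response parameters came from normalized, curve-fitted qHTS data.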
DRD3 agonist = qHTS of D3 Dopamine Receptor Agonist: qHTS | 410,000 tested, 0.58% active | D3R DiscoveRx beta-arrestin cells, luminescence, 90 min | AID 652048, 2013 | max activation, %; in the data active means max activation above about 30%; further: 0% is about no effect; mostly tested at two doses, the higher about 12 µM
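Cells at 1500/well, incubated overnight, then treated with pinned compounds (dopamine as control) for 90 min at 37 degrees C. DiscoveRx reagent added for 30 - 60 minutes at room temperature; luminescence read.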
HT1080 IDH1KD tx = qHTS for induction of synthetic lethality in tumor cells producing 2HG: qHTS for the HT-1080-IDH1KD cell line | HT-1080 IDH1 knockdown viability, ATP luminescence, 48 h | Potency, µM (series often up to 46.1 µM), for inactives: at the highest dose activity, negative = toxicity, usual class: cytotoxic | 360,000 tested, 2% active;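 further: potency means the concentration at half of the fitted maximal effect; 0% = DMSO wells and -100% = cell-free medium wells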
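Cytotoxicity counter-line: IDH1KD HT-1080, 48 h, CellTiter-Glo. Curves classed by r2, magnitude and activity.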
HT1080-NT tox = qHTS for induction of synthetic lethality in tumor cells producing 2HG: qHTS for the HT-1080-NT fibrosarcoma cell line. HT-1080-NT fibrosarcoma viability, CellTiter-Glo ATP luminescence, 48 h. Potency, µM (doses to about 46.1 µM), for the others: at the top dose activity, negative = less viability, hits mostly cytotoxic. 360,000 tested, 1.6% active;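 further: NT is the 2HG producing partner of a matched IDH1 knockdown line; potency means the concentration at half of the fitted maximal effect; 0% = DMSO-treated cells and -100% = media-only wells without cells; nearly all actives have a fitted effect of over 55% in size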
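Luminescent CellTiter-Glo readout after 48 hours of compound exposure at 37 degrees C defined viability of HT-1080-NT cells. Activity was normalized to DMSO wells and cell-free media wells; concentration-response curves were fitted and assigned curve classes.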
GLP-1R agonist = qHTS of GLP-1 Receptor Agonists | Glucagon-like peptide 1 receptor (Homo sapiens), P43220 | HEK293 GLP-1R CRE-luciferase, luminescence, 4-6 h; cells express a hypersensitive GLP-1R form | Potency, µM (titrated, usually from 45.6 µM), for the others: top-dose activation, hits mostly activators | 380,000 tested, 0.007% active; further: potency means the concentration at half of the fitted maximal effect; % of control where 0% means no effect
Target sequence (P43220 whole entry, looked up): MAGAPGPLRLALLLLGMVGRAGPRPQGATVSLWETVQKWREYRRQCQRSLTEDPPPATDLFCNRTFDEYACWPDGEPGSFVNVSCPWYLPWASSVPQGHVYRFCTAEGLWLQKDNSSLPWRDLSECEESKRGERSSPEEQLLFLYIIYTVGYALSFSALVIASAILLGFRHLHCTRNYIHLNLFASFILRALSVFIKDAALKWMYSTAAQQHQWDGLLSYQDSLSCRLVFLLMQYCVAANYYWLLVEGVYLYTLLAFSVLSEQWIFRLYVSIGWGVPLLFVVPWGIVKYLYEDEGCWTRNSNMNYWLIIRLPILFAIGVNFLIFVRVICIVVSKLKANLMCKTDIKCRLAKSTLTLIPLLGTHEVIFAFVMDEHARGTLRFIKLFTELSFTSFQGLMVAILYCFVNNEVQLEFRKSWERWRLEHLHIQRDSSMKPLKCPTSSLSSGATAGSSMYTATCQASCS
An asterisk follows results filed as active; u = inconclusive; x = no result given; & = joins results of further samples; [ ] = dose if it differs, or a comment. Unless noted, the call rests on the fitted dose curve; in most records, active means well fitted curve in the direction sought with a large enough effect; inconclusive means small, poorly fitted or top-dose-only effect, or another doubt; inactive means no such curve, though single readings can be large; an effect the other way counts as inactive or inconclusive. This is a random part of the collection (roughly 12% active in at least one column).

Compound | KB-3-1 cytotox | DRD3 antagonist | IL1B secr inh | SW480 rereplic | KB-V1 MDR tox | DRD3 agonist | HT1080 IDH1KD tx | HT1080-NT tox | GLP-1R agonist
CCN1CCN(C(=O)c2ccc3c(c2)N(Cc2ccccc2)C(=O)c2ccccc2S3=O)CC1 (configuration not stated) | -19.3%&-5.6% | -56.0* | 25.0 | -0.1% | -4.1%&-0.2% | -13.2&-24.3 | -0.3% | 7.7% | 1.3%&1.7%
O=C(COC(=O)CCC1CCCC1)NCc1ccc(Cl)cc1 | 5.2% | -2.9 | -15.9 | -10.4% | 2.2% | 2.1 | -4.9% | 3.0% | -0.9%
COc1ccc(CN2C(=O)c3ccccc3C(/C=N/OCc3ccc(Cl)cc3)C2=O)cc1 (configuration not stated) | u | u | 7.8 | u | u | -5.1 | u | -29.6% | 12.6%
CC1(C)CC(=O)C2=C(C1)N(N1CCOCC1)C(N)=C(C#N)C2c1cccs1 (configuration not stated) | 19.5% | 23.3 | 6.5 | -0.8% | 10.5% | 1.9 | 0.7% | -0.1% | 1.6%
O=c1[nH]cnc2c1sc1nc(C(F)F)cc(-c3ccccc3)c12 | u | -9.3 | 46.2 | u | 11.6µM* | 2.2 | -5.1% | -9.0% | -2.1%
Cc1ccc(S(=O)(=O)N2CC(C)N(C(=O)N3CCOCC3)C2C)cc1 (configuration not stated) | -1.6% | 4.1 | 10.2 | 3.2% | -19.7% | 9.8 | -2.1% | -3.8% | 0.0%
COc1cc(C(=O)NCC2(c3ccccc3)CCCC2)ccc1OC(C)C | -2.3% | -4.3 | -0.8 | -10.5% | -2.9% | -6.7 | -6.3% | -2.4% | 27.3%
COc1ccc(C)cc1N(C(=O)COc1ccccc1)c1nc2ccccc2s1 | -0.3% | 39.2 | -4.0 | 3.6% | 20.6µM* | -11.1 | -9.6% | 2.2% | -13.0%
COc1ccccc1NC(=O)Nc1nnc(C(C)C)s1 | -2.1% | -17.3 | 10.8 | -3.9% | -2.9% | -1.3 | 3.6% | 2.4% | 1.8%
Nc1ccc(CCNc2ncnc3c2ncn3[C@@H]2O[C@H](CO)[C@@H](O)[C@H]2O)cc1 | 0.0% | -5.5 | -12.2 | -118.6%[inhibitor] | 7.9% | 16.5 | -4.0% | -5.3% | 28.3%
COc1ccc(-c2cc(-c3ccccc3)nc3ncnn23)cc1 | 20.8% | -4.1 | -17.0 | -5.4% | u | 2.8 | 11.2% | 1.1% | 8.5%
O=C(C1CCCCC1)N1CCN(S(=O)(=O)c2cccc([N+](=O)[O-])c2)CC1 | -7.7% | 20.5 | 0.0 | u | -7.3% | 0.3 | 3.4% | -3.2% | 5.2%
CCOC(=O)C1CCCN(Cc2ccc(OC)cc2OC)C1 (configuration not stated) | -3.1% | -51.6* | -16.1 | -9.2% | -2.3% | -7.7 | -1.9% | -2.4% | 7.5%
CCCCC(C(=O)OCC)C(N)Cc1ccc(F)cc1 (configuration not stated) | 5.6% | 23.8 | -10.5 | -98.2% | 3.8% | 3.5 | -0.3% | -10.5% | -5.1%
CC1(C)Nc2ccccc2N(CCC(=O)N2CCOCC2)C1=O | 8.4% | 17.7 | -11.0 | -3.1% | 16.2% | 0.6 | 13.3% | 15.2% | -2.9%
O=C(N/N=C/c1ccc(OC(=O)c2ccco2)cc1)c1ccncc1 | -0.4% | 0.0 | 63.0 | -0.1% | u | 1.5 | 3.1% | 0.0% | -1.4%
COc1ccc(/C(=N/Nc2ncnc3ccccc23)C(=O)O)cc1 | -8.8% | -25.6 | 45.4 | u | -11.3% | -6.0 | 23.1µM* | 23.1µM* | 4.1%
CC(C)CCN(C(=O)c1ccc(N2CCCC2=O)cc1)c1c(N)n(Cc2ccccc2)c(=O)[nH]c1=O | 16.9% | -10.2 | 9.7 | -4.9% | -0.2% | 2.2 | 15.3% | -1.5% | -2.1%
Cc1ccc(C(=O)Nc2ccc(Nc3ccccc3)cc2)cc1C | -9.0% | -6.0 | -68.9* | u | -7.8% | 10.5 | u | -29.7% | 17.1%
CCCOc1ccc(C(=O)CCCC(=O)c2ccc(OCCC)cc2)cc1 | 5.6% | 8.1 | 4.8 | -0.4% | -1.5% | 3.4 | 8.5% | 6.6% | -6.9%
Cn1ncc2c(N3CCCCC3)nc(NCCCO)nc21 | 6.5% | -0.7 | -0.1 | -12.6% | -6.8% | 1.5 | 0.0% | 3.8% | 22.8%
Cn1nc(C(=O)Nc2sc3c(c2C#N)CCCC3)ccc1=O | -11.4% | -23.6 | -20.9 | -19.4% | 0.1% | -6.0 | 1.2% | -5.6% | 0.3%
CC(C)(C)c1cc(-c2n[nH]c(=S)n2-c2ccc(Cl)cc2)n[nH]1 | 4.0% | -12.9 | 4.4 | -5.6%[9.22 µM] | 23.9% | -4.2 | -1.1% | -1.7% | -6.3%
CCN(CC(=O)NCc1cccs1)CC(=O)Nc1cccc(S(N)(=O)=O)c1 | -4.0% | -20.6 | -1.1 | 4.3% | -9.9% | -0.5 | -2.1% | -0.1% | -0.1%
C/C=C(\C)CN1CCCC(N(C)CCc2ccc(OC)c(OC)c2)C1 (configuration not stated) | 12.9% | -12.7 | -6.4 | -14.1% | 3.1% | -24.1 | 5.5% | 1.0% | 2.4%
COc1ccccc1NC(=O)Nc1cc(NC(=O)Nc2ccccc2OC)c(C)nc1C | -23.0% | 2.3 | 36.5 | u | 23.0% | -0.7 | 16.4µM* | 16.4µM* | -0.9%
CCOC(=O)c1c(NC(=O)/C=C/c2ccc(C)o2)sc(C)c1C | -10.4% | -8.4 | 4.2 | 11.6% | -24.5% | -4.1 | 8.8% | 1.3% | -7.6%
O=C(CN1CCN(C(=O)c2cccs2)CC1)NC1CCCCC1 | 14.4% | u | 11.2 | -2.0% | u | -1.6 | 13.3% | 5.7% | 16.6%
O=C(COc1ccccc1)Nc1c2c(nn1-c1ccc(F)cc1)CS(=O)C2 (configuration not stated) | -11.8% | u | 13.0 | x | 0.0% | -4.3 | 1.1% | 0.6% | -5.2%
COC(=O)C1CCCCN1C(=O)c1cc(COc2cccc3cccnc23)on1 (configuration not stated) | -5.5% | -20.2 | -15.9 | -1.3% | u | -5.7 | -8.9% | -3.4% | 2.5%
CC1CCCN(C(=O)CNC(=O)c2sc3ccccc3c2Cl)C1 (configuration not stated) | 3.8% | -25.9 | x | 4.2% | u | -11.2 | -11.5% | -10.9% | 13.0%
CCC(C(=O)N1CCOCC1)n1nc(C)c2c(C)n(-c3ccccc3)nc2c1=O (configuration not stated) | 2.4% | 5.3 | -2.5 | -24.5% | 0.5% | 0.3 | -0.2% | 7.2% | 1.1%
CCOC(=O)Nc1ccc2c(c1)N(C(=O)OCCN(C)C)c1ccccc1CC2 | 0.8%&3.4% | 0.0&12.2 | -0.9&-22.9 | 0.2%&-1.5% | 3.9%&0.4% | -12.7&2.7 | -11.7%&-11.4% | -1.8%&-11.0% | -0.3%&-1.0%
COc1ccc(NC(=O)CN2CCC(Cc3ccccc3)CC2)cc1S(=O)(=O)N1CCOCC1 | -4.7% | 0.0 | 1.8 | 1.3% | -5.8% | -12.6 | -11.6% | -8.7% | -2.0%
O=C(COC(=O)CSc1ccc(F)cc1)NC1CCCCCC1 | 6.1% | 0.9 | 37.0 | -22.6% | 0.0% | 2.4 | -0.4% | 1.4%[9.24 µM] | 16.6%
Cc1c(Cl)cccc1N=C1NC(=O)CS1 | 5.6% | -23.7 | -4.4 | x | 21.6% | -6.5 | -0.5% | 2.1% | -0.5%
Cc1cc(/C=C2\SC(=O)N(C)C2=O)c(C)n1-c1cccc(C(=O)O)c1 | -14.8% | 37.4 | 9.8 | -6.1% | -8.6% | 1.1 | -0.6% | 2.2% | -4.6%
COc1ccc(OC)c(NC(=O)Cc2c(C(=O)O)n(C)c3ccccc23)c1 | -5.0% | 8.0 | 22.3 | -10.5% | -0.9% | -10.0 | -3.5% | -0.4% | 2.1%
Cc1ccn2c(NC(=O)C(C)(C)Oc3ccc(Cl)cc3)c(-c3cccs3)nc2c1 | 25.9µM* | 12.9 | u | 0.4% | -39.5% | 3.7 | u | u | 1.7%
COc1ccc(C2CC(C(F)(F)F)n3nc(C(=O)N(C)Cc4cn(C)nc4C)c(Cl)c3N2)cc1 (configuration not stated) | 3.1% | -1.3 | 38.0 | -0.3% | -12.6% | -1.0 | -1.4% | 4.8% | 7.0%
CCOC(=O)c1c(C)n(C)c2ccc(OC(=O)c3ccc(N4C(=O)CCC4=O)cc3)cc12 | 5.9% | -2.8 | -4.9 | -3.5% | -17.0% | -1.2 | 2.8% | 1.5% | 14.0%
CCOc1ccc(CCNC(=O)c2cc3cc4ccc(OC)cc4nc3s2)cc1OCC | -1.6% | x | x | x | -19.4% | 4.7 | x | x | 0.8%
CCC(C)NC(=O)Cn1cnc2sc(C)c(S(=O)(=O)N3CCN(c4ccccc4OC)CC3)c2c1=O (configuration not stated) | -0.8%&1.6% | u | 1.6 | 14.1% | u | -18.7&4.8 | -3.4% | 1.0% | 0.2%
CC(C)CCNC(=O)C1CC(c2ccccc2C(F)(F)F)=NO1 (configuration not stated) | 20.7% | 4.6 | 11.1 | -2.7%[9.22 µM] | 0.9% | 2.9 | 5.1% | 7.6% | 2.6%
